# WRN helicase inh: blocks human WRN helicase. Q14191. WRN helicase unwinding, fluorescent forked duplex, kinetic. Potency, µM (doses to about 114 µM), for the others: top-dose activity change, negative = inhibition, hits mostly inhibitors. 0.46% of 360,000 active; note: potency is the fitted concentration of half-maximal effect; % is set by controls: 0 for no effect and ±100 for the full control effect; nearly all actives have a fitted effect of over 55% in size
# Target sequence (Q14191 whole entry, looked up): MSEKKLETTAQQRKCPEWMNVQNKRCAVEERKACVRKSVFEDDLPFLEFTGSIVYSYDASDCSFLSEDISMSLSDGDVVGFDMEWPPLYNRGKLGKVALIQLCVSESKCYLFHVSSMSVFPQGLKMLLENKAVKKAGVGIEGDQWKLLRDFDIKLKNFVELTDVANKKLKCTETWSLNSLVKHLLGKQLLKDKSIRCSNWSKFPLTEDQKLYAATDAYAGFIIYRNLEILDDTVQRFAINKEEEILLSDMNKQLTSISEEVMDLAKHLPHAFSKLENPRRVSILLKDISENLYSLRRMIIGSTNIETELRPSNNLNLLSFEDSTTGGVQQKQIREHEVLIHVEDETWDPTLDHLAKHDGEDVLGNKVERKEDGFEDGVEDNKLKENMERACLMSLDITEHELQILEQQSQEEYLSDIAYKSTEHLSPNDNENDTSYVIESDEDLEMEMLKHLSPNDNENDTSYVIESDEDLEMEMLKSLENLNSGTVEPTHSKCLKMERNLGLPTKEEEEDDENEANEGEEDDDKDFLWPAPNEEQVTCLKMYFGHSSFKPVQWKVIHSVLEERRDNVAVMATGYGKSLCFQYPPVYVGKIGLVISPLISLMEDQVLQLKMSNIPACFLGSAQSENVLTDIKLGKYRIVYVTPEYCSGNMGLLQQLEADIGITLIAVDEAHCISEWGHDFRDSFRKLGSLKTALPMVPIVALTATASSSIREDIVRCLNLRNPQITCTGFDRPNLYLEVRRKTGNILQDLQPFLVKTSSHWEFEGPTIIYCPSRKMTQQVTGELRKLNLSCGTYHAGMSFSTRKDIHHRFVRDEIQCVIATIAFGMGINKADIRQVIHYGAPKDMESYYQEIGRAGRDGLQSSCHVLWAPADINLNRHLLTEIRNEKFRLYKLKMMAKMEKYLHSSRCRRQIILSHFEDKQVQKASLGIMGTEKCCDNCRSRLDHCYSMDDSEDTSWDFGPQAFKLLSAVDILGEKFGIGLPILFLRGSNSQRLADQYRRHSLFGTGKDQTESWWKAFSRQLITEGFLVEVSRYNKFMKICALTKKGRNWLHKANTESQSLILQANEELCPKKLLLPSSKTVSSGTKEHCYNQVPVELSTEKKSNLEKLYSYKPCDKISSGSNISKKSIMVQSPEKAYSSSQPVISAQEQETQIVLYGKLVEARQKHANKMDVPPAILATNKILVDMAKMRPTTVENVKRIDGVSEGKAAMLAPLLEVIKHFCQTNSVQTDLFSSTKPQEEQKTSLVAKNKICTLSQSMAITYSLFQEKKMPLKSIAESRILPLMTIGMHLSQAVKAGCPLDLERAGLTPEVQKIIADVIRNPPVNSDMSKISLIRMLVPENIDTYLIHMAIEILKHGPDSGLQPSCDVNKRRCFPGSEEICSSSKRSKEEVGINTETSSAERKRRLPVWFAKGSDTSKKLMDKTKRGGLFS
#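 Kinetic red-fluorescence monitoring (525/598 nm) tracks WRN helicase activity after 100 nM fluorophore-quencher forked duplex and 2 mM ATP are added to 20 nM enzyme pretreated 15 min at room temperature with compound.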
# ATXN2 expr inh: inhibitors of ATXN2 expression | AID 1745845 | 0.72% of 360,000 active | Potency, µM (top dose mostly 57 µM), without a hit: top-dose activity change, negative = inhibition, most hits filed as inhibitors | HEK-293 ATXN2-luciferase reporter, luminescence, 24 h; note: potency is the fitted concentration of half-maximal effect; % is set by controls: 0 for no effect and ±100 for the full control effect; nearly all actives have a fitted effect of over 55% in size
#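 ATXN2-luciferase reporter cells (luciferase flanked by upstream and downstream ATXN2 gene portions) were treated 24 h at 37 °C with compounds at up to 57 uM. SteadyGlo luminescence gave expression; GF-AFC fluorescence gave viability.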
# KB-3-1 cytotox: KB-3-1 parental cell cytotoxicity; KB-3-1 viability, CellTiter-Glo ATP luminescence, 72 h; Potency, µM (highest dose often 46.1 µM), for inactives: at the highest dose activity change, negative = cytotoxic, most hits filed as cytotoxic; 1.4% of 400,000 active; note: potency is the fitted concentration of half-maximal effect; % is set by controls: 0 for no effect and ±100 for the full control effect; nearly all actives have a fitted effect of over 60% in size
#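 Here the drug-naive KB-3-1 line serves as comparator for MDR sub-line selectivity; cells received compound titrations, 72 h at 37 °C, then CellTiter-Glo readout.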
# HT1080NT lethal: kills 2HG-producing HT-1080-NT fibrosarcoma cells | HT-1080-NT fibrosarcoma viability, CellTiter-Glo ATP luminescence, 48 h | Potency, µM (titrated, usually from 46.1 µM), without a hit: at the top dose activity, negative = less viability, actives largely listed as cytotoxic | 1.6% of 360,000 active;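 note: NT is the 2HG producing partner of a matched IDH1 knockdown line; potency is the fitted concentration of half-maximal effect; 0% = DMSO-treated cells and -100% = media-only wells without cells; nearly all actives have a fitted effect of over 55% in size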
#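 Viability by CellTiter-Glo luminescence after 48 h compound exposure at 37C of HT-1080-NT cells (750/well, RPMI, 5% FBS). % activity scaled between DMSO wells and medium-only wells, then curve-fitted and categorized by curve class.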
# IL1B secr inh: inhibitors of inflammasome signaling (IL-1 beta secretion). activity change, % at 57.5 µM. THP-1 LPS/ATP IL-1B secretion, AlphaLISA, 16 h; stronger effect = lower value. 4.7% of 360,000 active; in the data active = activity change below about -50%; inconclusive = mostly about -30% to -49%; note: % is set by controls: 0 for no effect and ±100 for the full control effect
#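 Secreted IL-1B measured by AlphaLISA bead assay after 16 h compound exposure of THP-1 cells; compounds (final up to 57.5 uM) added 1 h before LPS (250 ng/mL) and ATP (1.25 mM) stimulation; lower signal means less secretion.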
# MCF10A rerep: induces DNA re-replication in MCF 10a normal breast cells; MCF 10A DNA re-replication, Hoechst nuclear intensity, 48 h; Potency, µM (highest dose often 46.1 µM), without a hit: top-dose activity, positive = re-replication, actives largely listed as activators; 2.9% of 350,000 active; AID 624296; note: potency is the fitted concentration of half-maximal effect; % of control where 0% means no effect; nearly all actives have a fitted effect of over 50% in size
# HT1080 IDH1KD tx: toxicity to HT-1080 IDH1 knockdown cells (counter line) | AID 686971 | Potency, µM (doses to about 46.1 µM), for inactives: at the highest dose activity, negative = toxicity, hits mostly cytotoxic | 2% of 360,000 active | HT-1080 IDH1 knockdown viability, ATP luminescence, 48 h;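 note: potency is the fitted concentration of half-maximal effect; 0% = DMSO wells and -100% = cell-free medium wells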
#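 Knockdown cells (IDH1KD HT-1080) received compounds 2 h after plating at 750 cells/well and were kept 48 h at 37 °C in 5% FBS RPMI. A CellTiter-Glo luminescence read gave % activity for curve fitting.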
# KB-V1 cytotox: kills drug-selected multidrug resistant KB-V1 cells; KB-V1 MDR cells viability, CellTiter-Glo, 72 h; 3.4% of 400,000 active; Potency, µM (series often up to 46.1 µM), for inactives: at the top dose activity change, negative = cytotoxicity, hits mostly cytotoxic; note: potency is the fitted concentration of half-maximal effect; % is set by controls: 0 for no effect and ±100 for the full control effect; nearly all actives have a fitted effect of over 60% in size
#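 qHTS viability screen in drug-selected KB-V1 MDR cells: 72 h compound treatment at 37 degrees C, ATP luminescence end point.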
# SW480 rerep: induces DNA re-replication in SW480 colon adenocarcinoma cells. SW480 DNA re-replication, Hoechst DNA content imaging, 48 h. 1.8% of 340,000 active. Potency, µM (doses to about 46.1 µM), for inactives: at the highest dose re-replication activation, usual class: activators; note: potency is the fitted concentration of half-maximal effect; % of control where 0% means no effect; nearly all actives have a fitted effect of over 55% in size
#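 Readout is total intensity of Hoechst-stained nuclei, excited at 405 nm and collected at 500-530 nm. Compound treatment lasted 48 hr at 37 C in 5% CO2 before staining.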
# Numbers without * were called inactive; ? = inconclusive; · = no result given; [ ] = dose if it differs, or a comment. Unless noted, calls come from the whole dose curve; as a rule, active = well fitted curve in the direction sought with a large enough effect; inconclusive = small, poorly fitted or top-dose-only effect, or another doubt; inactive = no such curve, though single readings can be large; an effect the other way counts as inactive or inconclusive.
# Values run as follows: WRN helicase inh, ATXN2 expr inh, KB-3-1 cytotox, HT1080NT lethal, IL1B secr inh, MCF10A rerep, HT1080 IDH1KD tx, KB-V1 cytotox, SW480 rerep
COc1ccc(NC(=O)C(C)Sc2nnc3c4c(nc(-c5ccc(OC)cc5)n23)CC(C)(C)OC4)cc1 (stereo not given)
    4%, -18%, -11%, -2%, -1, 1%, -1%, -3%, -2%
COc1ccc(CCN=C(N)NS(=O)(=O)c2ccccc2)cc1
    -22%[57.1 µM], -4%, -2%, 9%, 10, 4%, 5%, 0%, 7%
COc1ccc(N2CCN(C(=O)CCCN3C(=O)c4cccc5cccc(c45)C3=O)CC2)cc1
    -2%, -25%, -16%, 6%, -15, 10%, -29%, ?, 1%
CNC(=O)C(=O)NCC1OCCCN1S(=O)(=O)c1cccs1 (stereo not given)
    7%, -2%, -1%, 9%, 0, ?, 7%, -1%, -46%[inhibitor]
O=C(Cn1ncc2c(=O)oc3ccccc3c21)N1CCN(C(=O)c2ccco2)CC1
    13%[57.1 µM], 5%, 5%, 5%, 1, 1%, 4%, ?, -12%
Cc1nc(N/N=C/c2ccccn2)sc1C
    -5%, 0%, 26µM*, 13µM*, -101*, ?, 15µM*, ?, 21µM*
COCCNC(=O)C1(C)CCCN(Cc2cc(C)ccc2C)C1 (stereo not given)
    -2%, 13%, 0%, 9%, 21, ·, ?, 22%, ·
Cc1nc(SCC(=O)NC(C)(C)C)c2c(-c3cccs3)csc2n1
    -9%, -6%, -11%, -12%, ?, ?, -21%, ?, -2%
c1csc(CNc2ncnc3ccc(-c4ccc5c(c4)OCCO5)cc23)c1
    ·, ?, ?, ·, ·, ?, ·, -2%, 0%
O=C(O)COc1ccccc1/C=N/NC(=O)CSc1nc2ccccc2c(=O)n1-c1ccccc1
    ?, -7%, -5%, -2%, 10, -14%, 8%, 24%, -11%
CNC(=S)N/N=C/c1c2ccccc2c(Cl)c2ccccc12
    -3%, -29%, -3%, -10%, 12, ?, -13%, 4%, 10%
CC[n+]1c(C)n(C)c2cc(S(=O)(=O)N(C)C)ccc21
    -7%, 19%, -5%, -1%, -1, 8%[9.22 µM], 0%, 0%, ?
COc1cc(/C=C2\COC/C(=C\c3ccc(O)c(OC)c3)C2=O)ccc1O
    4%[11.6 µM], ?, 0%, ?, -100*, 5.8µM*, ?, -46%, 7.3µM*
CCO[C@@H]1OC(C(N)=O)=C[C@H](c2ccc(Br)cc2)[C@H]1CCCO
    -1%, 7%, 10%, 10%, 11, ?, 0%, 0%, 1%
Cn1c(SCC(=O)N(C2CCCCC2)C2CCCCC2)nnc1-c1cccs1
    -3%[57.1 µM], -24%, ?, ?, -5, 13µM*, 3%[9.24 µM], -6%, ?
Cc1nn(-c2ccccc2)c(-n2cccc2)c1C(=O)O
    -20%[57.1 µM], 6%, 11%, 0%, 20, -28%, 3%, 0%, -4%
CCOc1ccc(NC(=O)CCN2C(=S)NC(C)(C)CC2C)cc1 (stereo not given)
    13%, -18%, 0%, 0%, -13, 0%, 0%, ?, -2%
S=c1[nH]nc(-c2cccc(Cl)c2)n1Cc1ccccc1
    -1%, 4%, 12%, 25%, 2, -2%, 22%, ?, -1%
Cc1cc(NC(=O)c2ccco2)ccc1NC(=O)Cc1cccs1
    3%, 31%, 7%, 0%, -16, -8%, 3%, -7%, -4%
O=C(Nc1ccc(-c2nc3ccccc3[nH]2)cc1)c1ccc2c(c1)OCO2
    -14%, -28%, 11%, ?, 44, -5%, ?, 3%, 3%
O=C(CSc1nnc(-c2ccc(Cl)cc2Cl)n1C1CCCCC1)N1CCCC1
    -5%, -8%, -8%, -1%, -11, 12%, 2%[9.24 µM], ?, -6%
C/C(=N/NC(=O)c1ccc(NC(=O)c2ccc(F)cc2)cc1)c1ccccc1
    8%, -4%, 13%, -25%, -17, 1%, ?, 7%, -3%
CCOC(=O)c1c(NC(=O)CSc2nnnn2-c2ccc3c(c2)OCO3)sc(C)c1C
    -2%, -11%, 0%, -2%, 30, 0%, 5%, -17%, ?
CCN(CC)CCC(=O)N1c2ccccc2CCc2ccc(NC(=O)OC(C)C)cc21
    -4%, -7%, 17%, -2%, -9, ?, 0%, 0%, ?
CCN1C(=O)[C@H]2[C@@H](c3ccc(C)cc3)N3C(=O)N(c4cccc(C)c4)C(=O)[C@@]3(Cc3ccccc3)[C@H]2C1=O
    5%, 9%, 0%, 8%, -2, 24%, 1%, ?, -7%
OC[C@@H]1[C@@H](c2ccccc2)C(c2ccccc2)=NN1c1ccccc1
    -1%, 0%, -1%, 4%, 7, ?, -1%, 7%, ?
COc1ccc(CCNC(=O)C2CCCN(S(=O)(=O)N3CCCCCC3)C2)cc1OC (stereo not given)
    0%, 5%, -2%, -1%, 15, 1%, 5%, -8%, ?
COc1ccccc1NC(=O)c1ccc(NC(=O)CSc2nnnn2C)cc1
    4%, 6%, ?, -20%, 11, -7%, -23%, -5%, -7%[9.22 µM]
O=C(NC12CC3CC(CC(C3)C1)C2)c1ccc(Br)o1
    -3%, 5%, -1%, -11%, 15, ?, -24%, 0%, 3%
COc1ccc(NCc2nnc(SCC(=O)Nc3cc(C(F)(F)F)ccc3Cl)o2)cc1
    -7%, -3%, 17%, 0%, 7, 1%, -10%, 9%, -1%

# Reprinted from the part before: two compounds; new compounds follow.
# Values run as follows: WRN helicase inh, ATXN2 expr inh, KB-3-1 cytotox, HT1080NT lethal, IL1B secr inh, MCF10A rerep, HT1080 IDH1KD tx, KB-V1 cytotox, SW480 rerep
O=C(NC12CC3CC(CC(C3)C1)C2)c1ccc(Br)o1
    -3%, 5%, -1%, -11%, 15, ?, -24%, 0%, 3%
COc1ccc(NCc2nnc(SCC(=O)Nc3cc(C(F)(F)F)ccc3Cl)o2)cc1
    -7%, -3%, 17%, 0%, 7, 1%, -10%, 9%, -1%
CCOC(=O)C1CCN(C(=O)c2cc3c(OC)c(OC)c(OC)cc3[nH]2)CC1
    -2%, 28%, 14%, -9%, 30, 3%, -13%, ?, 3%
CCCC(O)(CCC)C(=O)NN(C(=O)CCl)c1ccccc1
    2%, -2%, -4%, ?, ?, 15µM*, ?, -2%, ?
O=C(COC(=O)C(Cc1ccccc1)NC(=O)c1ccc(Cl)cc1)c1ccc(Cl)cc1 (stereo not given)
    -3%, -5%, 2%, 22%, -7, -2%, 5%, -3%, -10%
CN(C)c1ccc(C2SCCN2C(=O)c2ccc([N+](=O)[O-])cc2)cc1 (stereo not given)
    -11%, -8%, ?, -19%, -12, -4%, -19%, ?, -7%
C#CCN(N(C)c1ncc(C(F)(F)F)cc1Cl)S(=O)(=O)c1ccc2ccccc2c1
    -4%, -9%, -1%, -2%, 7, 22%, -2%, 1%, -2%
CCCCc1ccc(S(=O)(=O)NC2CCS(=O)(=O)C2)cc1 (stereo not given)
    -5%, ·, -30%, ?, 5, 15%, -15%, -22%, -6%
CCSc1nnc(Cn2c(=O)sc3ccccc32)n1-c1ccccc1C
    -7%, 5%, 3%, 2%, 11, -7%, 14%, -4%, 0%
CCOc1ccc(C(=O)CN2C(=O)NC3(CCCc4ccccc43)C2=O)cc1 (stereo not given)
    -6%, ·, 0%, 1%, 4, ·, -7%, -7%, ·
Cc1ccsc1/C=C/C1=Cc2c(sc(NC(=O)CSc3n[nH]c(N)n3)c2C#N)C(C)(C)C1
    -4%[11.6 µM], ?, 2%, 22µM*, -63*, ?, 13µM*, -10%, 15µM*
COc1ccc(-c2nc3ccc(Cl)cn3c2Cc2ccsc2)cc1OC
    -7%, -12%, -2%, -3%, -23, ·, 1%, -13%, ·
Cc1ccc(N2CCCCn3c2nc2c3c(=O)[nH]c(=O)n2C)cc1
    3%, -6%, 7%, -5%, 24, 7%, -10%, -1%, -1%
CC(=O)C12C3C4C(C5C1C3C5(Br)C41OCCO1)C21OCCO1 (stereo not given)
    0%, -10%, -3%, 15%, 10, 1%, 21%, 17%, -3%
CCn1c(SCC(=O)Nc2ccc(NC(C)=O)cc2)nc2c([nH]c3ccccc32)c1=O
    -15%, 3%, 16%, -20%, 0, 2%, -29%, 3%, ?
O=C(Nc1nc2c(s1)CN(Cc1ccccc1)CC2)C1CCCC1
    11%, 12%, -10%, 7%, 0, ?, -22%, ?, 3%
COc1ccc(S(=O)(=O)N2c3ccccc3OCC2CC(=O)O)cc1 (stereo not given)
    2%, ·, ?, ?, 17, ?, ?, ?, ?
O=C(Nc1ccc2c(c1)OCCO2)C(C1CC1)N1CCN(C/C=C/c2ccccc2)CC1 (stereo not given)
    3%, -15%, 0%, 0%, -14, ·, -1%, 29%, ·
NS(=O)(=O)c1ccc(CCNC(=O)c2cc(-c3ccccc3)nc3ccccc23)cc1
    -5%, -3%, 18%, -5%, 5, ?, -15%, -21%, 2%
COc1cccc(C2SCC(=O)N2c2ccc(C)cc2)c1OC (stereo not given)
    -5%, -4%, -10%, 9%, -8, 0%, 8%, ?, 2%
CCOc1ccc(N2Nc3n[nH]c(N)c3N2)cc1
    -3%, 38%[activator], 1%, 14%, ?, 1%, 9%, 4%, -5%
Cc1cc(Br)cn2c(Cc3cccc(F)c3)c(-c3cccc(Br)c3)nc12
    -11%, 0%, 0%, ?, 26, ·, ?, 13%, ·
CCCCS(=O)(=O)Nc1ccc(C(=O)NCC2CCCO2)cc1 (stereo not given)
    9%, 6%, 1%, 2%, 17, -8%, 0%, 3%, -5%
CC(=O)Nc1ccc(S(=O)(=O)NC2(C(F)(F)F)C(=O)NC(C)=C2C#N)cc1 (stereo not given)
    -23%, 2%, -8%, -4%, 0, -6%, 2%, -24%, -2%
COC(=O)CNC(=O)CNC(=O)c1nn(-c2ccc(OC)c(Cl)c2)c(=O)c2ccccc12
    -32%, -6%, 21%, 0%, 3, -2%, 2%, -13%, -3%
CCCN1CCN(CCCNC(=O)Cn2nc(-c3ccc(C)cc3)ccc2=O)CC1
    -4%, -2%, -2%, 2%, -6, ?, -6%, -3%, 1%
Cc1ccc(O)c(NC(=S)NC(=O)Cc2ccc(Cl)cc2)c1
    2%, -10%, 0%, ?, 86, ?, ?, -16%, 0%
